High-throughput results (PubChem)
Cardiac RTF inh: cardiac RTF calcium desensitization; P19429+P45379; IANBD-labeled cardiac RTF, Ca2+ fluorescence; inhibition, % at 7.15 µM; 0.12% of 340,000 active; AID 493244;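 active means inhibition above the mean inhibition of all tested compounds plus 3 SD, cut at about 17% in these data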;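 further: assay run at fixed EC70 calcium of 1.6 mM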
V-ATPase pHluor: regulators of yeast V-ATPase proton transport; response, % at 10 µM; 0.37% of 350,000 active; S. cerevisiae, pHLuorin cytosolic pH fluorescence; in the data active means response mostly above about 7.3%, no sharp cut-off; inactive means mostly below about 5.4%; further: actives read high; inactives centre near 0; some compounds called inactive have numbers as strong as hits; reference of the scale not given here
LANA DNA inh: blocks KSHV LANA C-terminal domain binding to DNA; MBP-C-LANA/FAM-LBS DNA binding, fluorescence polarization; inhibition, % at 9 µM; 0.078% of 340,000 active;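 active means highest replicate inhibition at or above 60% at 9 µM, even if other replicates fall short; inactive means all replicates below 60% inhibition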;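 further: 0% = neutral control wells and 100% = 4 µM acridine orange control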
Wnt act: activators of Wnt/beta-catenin signaling. Wnt/beta-catenin reporter cell assay, activator, plate reader. activation, % at 9.35 µM. 1.2% of 300,000 active. AID 743398; in the data active means activation above about 30%, passing the limit was not always enough; inconclusive means no clear call, values can overlap the other calls;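 further: 0% = neutral control wells and 100% = positive control wells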
MOR-DOR inv ag: mu-delta opioid heterodimer inverse agonism | AID 504357 | 0.21% of 340,000 active | cell-based MOR-DOR heterodimer luminescence | P35372+P41143 | inhibition, % at 9.3 µM; in the data active means inhibition above about 22%, passing the limit was not always enough;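 further: 0% = cells with DMSO and 100% = wells without cells with DMSO; values of inactives mirror those of a sister screen read the other way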
Arr AP2 block: human beta-arrestin and AP2 interaction inhibition | FITC-arrestin peptide / GST-AP2 beads, flow cytometry; AP2 beta2 appendage carries R879A mutation | inhibition, % at 10 µM | 0.31% of 340,000 active;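 active means inhibition above a set limit, near 3 SD of compounds lacking own fluorescence, cut at about 54% in these data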;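 further: plate controls were DMSO wells for no effect and 5 µM unlabelled arrestin peptide for full effect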
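System: GST-AP2 R879A glutathione beads; medium: PBS, Tween 20 0.05%, BSA 0.1%; reagent: fluorescein-tagged arrestin peptide at 50 nM final; schedule: pre-incubation 12 min, peptide binding 1 h, room temperature; detection: flow cytometry, FL1 (488/535 nm); read-out: inhibition as reduced fluorescein signal on beads, percent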
Pemphigus Ab inh: blocks pemphigus antibody binding to human desmoglein-3; DSG3-coupled beads, scFv-anti-DSG3-GFP binding, flow cytometry; hits give low values; binding (percent of control), % at 10 µM; 0.48% of 310,000 active; AID 588358;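 active means binding more than 3 SD below its plate's average and above zero; inconclusive means below that plate limit but binding exactly zero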;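 further: hits lower antibody fragment binding to DSG3; some compounds called inactive have numbers as strong as hits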
Keap1-Nrf2 PPI: Keap1-Nrf2 (human) interaction inhibition. Keap1 Kelch-Nrf2 peptide fluorescence polarization, 1536-well. AID 504523. 0.15% of 340,000 active. inhibition, % at 9.4 µM; in the data active means inhibition above about 12%; inconclusive means no clear call, values can overlap the other calls; inactive means below about 7.3%;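 further: human Keap1 Kelch domain with fluorescein labeled Nrf2 9mer peptide probe; 0% = neutral control wells and 100% = peptide positive control; higher means more block of Keap1 binding to Nrf2 peptide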
Target sequence (Q14145 whole entry, looked up, the tested form may be a part): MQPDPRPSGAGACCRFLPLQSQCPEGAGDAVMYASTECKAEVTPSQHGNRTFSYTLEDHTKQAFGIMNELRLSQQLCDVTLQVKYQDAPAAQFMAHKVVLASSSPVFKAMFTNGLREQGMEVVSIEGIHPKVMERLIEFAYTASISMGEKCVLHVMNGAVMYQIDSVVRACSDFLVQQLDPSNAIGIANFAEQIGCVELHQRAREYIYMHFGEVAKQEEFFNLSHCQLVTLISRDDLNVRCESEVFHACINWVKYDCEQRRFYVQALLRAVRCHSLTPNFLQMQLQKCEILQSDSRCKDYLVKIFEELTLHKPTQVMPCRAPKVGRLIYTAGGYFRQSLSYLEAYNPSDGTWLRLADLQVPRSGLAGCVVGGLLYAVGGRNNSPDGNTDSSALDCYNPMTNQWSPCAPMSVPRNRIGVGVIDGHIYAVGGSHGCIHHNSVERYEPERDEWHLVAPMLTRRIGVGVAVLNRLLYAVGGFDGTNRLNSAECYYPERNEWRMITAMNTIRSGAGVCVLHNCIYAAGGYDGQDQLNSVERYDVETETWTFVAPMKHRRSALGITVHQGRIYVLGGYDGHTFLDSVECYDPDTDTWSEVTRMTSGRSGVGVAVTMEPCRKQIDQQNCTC
cardiac RTF act: cardiac RTF calcium sensitization | IANBD-labeled TnC RTF fluorescence at EC20 calcium; 0% EC20 calcium, 100% full calcium | P19429+P45379 | activation, % at 7.2 µM | 0.24% of 340,000 active;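 active means activation above the mean over all tested compounds plus 3 SD, cut at about 30% in these data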;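 further: rise in fluorescence read as greater calcium sensitivity of cardiac thin filaments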
MOR-DOR ag: agonists of human mu-delta opioid receptor heterodimerization. 0.3% of 340,000 active. cells, OPRM1-OPRD1 heterodimerization, luminescence. activation, % at 9.3 µM. P35372+P41143. AID 504326; in the data active means activation above about 18%;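 further: 0% = vehicle-treated cells and 100% = reference agonist; values of inactives mirror those of a sister screen read the other way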
An asterisk follows results filed as active; ? = inconclusive; . = not tested or not shown.

SMILES | Cardiac RTF inh | V-ATPase pHluor | LANA DNA inh | Wnt act | MOR-DOR inv ag | Arr AP2 block | Pemphigus Ab inh | Keap1-Nrf2 PPI | cardiac RTF act | MOR-DOR ag
COc1ccc(N2CCN(C(=O)Cc3coc4cc(C)ccc34)CC2)cc1 | -2 | -3 | -0.3 | -2 | 11 | -3 | 108 | -3 | 4 | -2.2
COc1ccccc1NC(=O)C1CC(C(C)C)OC1=O (stereo not drawn) | . | 2 | . | -3 | . | 5 | 104 | . | . | .
CCC(=O)Oc1ccc(-c2nc(-c3cccnc3)no2)cc1 | -4 | -1 | -0.4 | . | -1 | -14 | 105 | 4 | 4 | 0.3
CC(C)(C)NCC(O)COc1cccc2[nH]c(=O)[nH]c12 (stereo not drawn) | -3 | 1 | -2.3 | 3 | 13 | -3 | 102 | -8 | 2 | -2.4
CCCn1c(SCC(=O)NC(=O)NC(C)(C)C)n[nH]c1=O | -15 | -5 | -1.9 | -2 | 14 | 14 | 101 | -4 | 7 | -3.0
CCC(Sc1nc(C)cc(C)n1)C(=O)Nc1ccc(S(N)(=O)=O)cc1 (stereo not drawn) | -4 | -4 | 1.2 | -2 | 14 | 26 | 104 | -1 | -4 | -2.6
O=C(Nc1ccc(C(=O)N2CCN(c3ccccc3F)CC2)cc1)C1=CSCCO1 | -3 | -7 | 0.6 | 2 | 2 | 11 | 100 | -1 | -5 | -0.5
COc1ccc(/C=N/NC(=O)c2ccncc2)cc1CN1CCCc2ccccc21 | -7 | -1 | -1.4 | -2 | 3 | -6 | 112 | -4 | 2 | -0.7
NC(=O)C1CCN(c2nc(-c3ccccc3F)cs2)CC1 | 1 | 0 | 0.2 | ? | 15 | -5 | 100 | 1 | 0 | -2.7
CCc1sc2nc(SCC(=O)Nc3cc(C)on3)n(-c3cccc(OC)c3)c(=O)c2c1C | -27 | -1 | 3.0 | . | 12 | -34 | 96 | -2 | 3 | -2.0
CCOC(=O)c1c(C)[nH]c(C)c1S(=O)(=O)NCc1ccc(OCC)cc1 | -1 | -2 | -0.1 | 3 | 15 | 21 | 107 | 1 | 4 | -3.0
COc1ccc(S(=O)(=O)N2CCCCCC2)cc1NC(=O)c1c2c(nc3ccccc13)CCN(Cc1ccccc1)C2 | 2 | 0 | -1.3 | -13 | 4 | 0 | 124 | -2 | -9 | -0.7
CC(=O)c1cc2c(cc1NC(=O)CN1CCC(Cc3ccccc3)CC1)OCO2 | -8 | -7 | -0.4 | . | -3 | 11 | 102 | -1 | -2 | 0.5
Cc1cc(C)nc(-n2cc(C(=O)c3cc(F)ccc3O)cn2)n1 | -3 | 10 | -0.1 | 0 | 7 | -1 | 117 | -4 | 5 | -1.3
O=C(COc1cccnc1[N+](=O)[O-])N1CCC(Cc2ccccc2)CC1 | -6 | -6 | 6.1 | -3 | 8 | 11 | 119 | -3 | 1 | -1.6
COc1cc(/C=C2/C(=O)NN(c3cccc(Cl)c3)C2=O)cc(Br)c1O | -1 | 0 | 0.7 | -2 | 1 | 6 | 233 | -42 | -1 | -0.1
CN(C)/C=C(/C(=O)c1ccccc1Cl)S(=O)(=O)c1ccccc1 | -6 | -2 | 0.1 | . | 10 | -4 | 101 | -3 | 2 | -2.0
C=CC[C@@H](CC(=O)NCCO)C(=O)N[C@H](C)COC(=O)[C@@H](CC=C)CC(=O)OC(C)(C)C | -4 | -3 | -1.0 | 2 | 14 | -1 | 107 | -4 | -5 | -2.4
O=C1C(Cl)=C(Nc2ccc(F)cc2)C(=O)N1CCc1ccccc1 | -7 | -2 | -2.0 | -1 | -57 | 6 | 110 | 2 | -9 | 7.9
COc1cc(-c2nnc(COC(=O)CSCC(=O)Nc3cc(C)on3)o2)cc(OC)c1OC | -5 | -1 | -0.8 | -3 | -5 | 5 | 102 | -2 | 7 | 0.7
Cc1onc(-c2ccccc2Cl)c1C(=O)N(Cc1nc(-c2ccccc2)no1)C1CCCCC1 | -7 | -1 | 0.9 | . | -45 | 6 | 101 | 0 | 1 | 8.7
COc1ccc(CCC(=O)NCC(=O)OCc2ccccc2)cc1 | -7 | 1 | -4.9 | 0 | 7 | 3 | 102 | 2 | 0 | -1.5
Cc1nnc2nc(-c3ccccc3)nc(-c3ccccc3)n12 | -7 | 0 | 0.2 | 1 | 1 | 6 | 91 | 5 | -1 | -0.2
C=C(C)C(=O)Nc1cccc(C2=NOC3(C2)C[C@@H](C(N)=O)N(C(=O)C(=C)C)C3)c1 (stereo partly drawn) | 0 | 0 | 25 | -2 | 7 | -8 | 97 | -2 | 9 | -1.3
CN(Cc1ccc(F)cc1)Cc1nc(CCc2ccccc2)no1 | 13 | 3 | 0.7 | 0 | -25 | 38 | 96 | 0 | -1 | 5.4

8 of these compounds in another layout:
Order of values – Cardiac RTF inh, V-ATPase pHluor, LANA DNA inh, Wnt act, MOR-DOR inv ag, Arr AP2 block, Pemphigus Ab inh, Keap1-Nrf2 PPI, cardiac RTF act, MOR-DOR ag
CCCn1c(SCC(=O)NC(=O)NC(C)(C)C)n[nH]c1=O
    -15, -5, -1.9, -2, 14, 14, 101, -4, 7, -3.0
CCC(Sc1nc(C)cc(C)n1)C(=O)Nc1ccc(S(N)(=O)=O)cc1 (stereo not drawn)
    -4, -4, 1.2, -2, 14, 26, 104, -1, -4, -2.6
O=C(Nc1ccc(C(=O)N2CCN(c3ccccc3F)CC2)cc1)C1=CSCCO1
    -3, -7, 0.6, 2, 2, 11, 100, -1, -5, -0.5
COc1ccc(/C=N/NC(=O)c2ccncc2)cc1CN1CCCc2ccccc21
    -7, -1, -1.4, -2, 3, -6, 112, -4, 2, -0.7
NC(=O)C1CCN(c2nc(-c3ccccc3F)cs2)CC1
    1, 0, 0.2, ?, 15, -5, 100, 1, 0, -2.7
CCc1sc2nc(SCC(=O)Nc3cc(C)on3)n(-c3cccc(OC)c3)c(=O)c2c1C
    -27, -1, 3.0, ., 12, -34, 96, -2, 3, -2.0
CCOC(=O)c1c(C)[nH]c(C)c1S(=O)(=O)NCc1ccc(OCC)cc1
    -1, -2, -0.1, 3, 15, 21, 107, 1, 4, -3.0
COc1ccc(S(=O)(=O)N2CCCCCC2)cc1NC(=O)c1c2c(nc3ccccc13)CCN(Cc1ccccc1)C2
    2, 0, -1.3, -13, 4, 0, 124, -2, -9, -0.7

Going on with the list:
SMILES | Cardiac RTF inh | V-ATPase pHluor | LANA DNA inh | Wnt act | MOR-DOR inv ag | Arr AP2 block | Pemphigus Ab inh | Keap1-Nrf2 PPI | cardiac RTF act | MOR-DOR ag
Cc1ccc2nc(C(=O)N3CCc4c([nH]c5ccccc45)C3c3ccccn3)cn2c1 (stereo not drawn) | -2 | 0 | -0.2 | 0 | -73 | 12 | 107 | -8 | -2 | 13
COc1ccc(OC)c(NC(=O)C2CCCN(S(=O)(=O)c3c(C)noc3C)C2)c1 (stereo not drawn) | 0 | 1 | -0.9 | . | 8 | -9 | 73 | -2 | -1 | -1.3
COC(=O)C(C)n1cnc2c(nnn2-c2ccc(C)cc2)c1=O (stereo not drawn) | -3 | 0 | 0.9 | 4 | 8 | 14 | 104 | -1 | 3 | -1.4
O=C(CSc1nc(-c2ccccc2)cs1)N1CCc2ccccc21 | -8 | -2 | 0.0 | . | 7 | 2 | 99 | -5 | -2 | -1.4
CC(C)(C)NC(=O)/C(=C\c1ccco1)NC(=O)c1cccs1 | 0 | 2 | -1.3 | -1 | 11 | -4 | 109 | 1 | -1 | -2.1
O=C(NCc1ccco1)c1nc2ccccc2s1 | -5 | -3 | -1.3 | . | 11 | -8 | 97 | -1 | 1 | -2.2
Cc1ccc(C(=O)NCC(=O)OCc2nnc(-c3ccc([N+](=O)[O-])cc3)o2)s1 | -6 | 7 | -1.8 | 12 | 0 | -6 | . | -2 | -2 | 0.0
CN(C)C(=O)c1ccc(NC(=O)c2ccccc2Sc2ccccc2C#N)cc1 | 1 | 3 | -0.8 | -1 | 10 | 2 | 94 | -5 | -1 | -1.7
CSc1ccccc1C(=O)Nc1cc(C)cc(C)c1 | -26 | -3 | 0.8 | -1 | 10 | -6 | 103 | -4 | 5 | -1.8
COc1ccc(-c2noc(COc3ccc4ccccc4c3Br)n2)cc1OC | -9 | 0 | 0.1 | -3 | 8 | 0 | . | 2 | -3 | -1.2
O=S(=O)(c1ccc2ccccc2c1)N1CCN(C2CCN(Cc3ccccc3)CC2)CC1 | -4 | -2 | 0.5 | . | 3 | -5 | 105 | 3 | -4 | -0.7
COc1ccc(NC(=O)Cn2cccc2)c(OC)c1 | -3 | 0 | 0.0 | . | 10 | -3 | 95 | -3 | 3 | -1.9
O=C(Nc1ccc(C(F)(F)F)cc1)c1ccc2ncsc2c1 | 0 | -2 | 0.4 | 12 | -3 | 35 | 99 | -2 | 0 | 0.5
O=C(NCC(c1ccco1)N1CCCCC1)c1cc2c(s1)CCCC2 (stereo not drawn) | -7 | 6 | -1.3 | 3 | -12 | 0 | . | -4 | 1 | 2.8
COc1ccc(Cl)c(CNC[C@H]2O[C@@H](n3cnc(C(N)=O)n3)[C@H](O)[C@@H]2O)c1 | 3 | 5 | -2.0 | -1 | 10 | 5 | 106 | -6 | -6 | -2.2
C=CCC(c1ccccc1F)N(CCN1CCOCC1)C(=O)Nc1cccc(Cl)c1 (stereo not drawn) | -4 | -2 | 0.5 | . | 22 | 24 | . | -4 | 1 | -4.3
NS(=O)(=O)c1cccc(NC(=O)CC23CC4CC(CC(Br)(C4)C2)C3)c1 | -5 | 5 | -1.4 | 0 | 21 | 10 | 92 | -2 | -6 | -3.3
O=C(CCNC(=O)c1ccc(Br)cc1)Nc1nccs1 | -1 | 10 | 0.0 | 3 | 6 | -10 | 106 | -9 | 5 | -1.2
CC(=O)c1c(O)c2ccccc2n(Cc2ccccc2)c1=O | -11 | 0 | -1.1 | 1 | -12 | 24 | 107 | -1 | 0 | 2.5
CCC(=O)Nc1nc2c(s1)COc1ccccc1-2 | 3 | 2 | -0.6 | 1 | 4 | 17 | 112 | -2 | 1 | -0.6
Cc1ccc(S(=O)(=O)N(CC(=O)NC2CC2)c2ccc(C)c(Cl)c2)cc1 | 1 | 0 | 0.7 | -1 | 0 | -7 | 103 | -3 | -3 | 0.0
O=C(CSc1nc2ccccc2c(=O)n1Cc1ccc(C(=O)NC2CC2)cc1)NCc1ccco1 | -4 | -1 | -0.2 | -1 | 12 | 2 | 102 | -8 | -1 | -2.2
CCN(CC)C(=O)CCSc1nnc(-c2ccncc2)o1 | -5 | 1 | 0.9 | -2 | -14 | -5 | 93 | -5 | -6 | 2.3
CCO[C@H]1OC(C(=O)N2CCN(C)CC2)=C[C@@H](c2coc3ccccc3c2=O)[C@@H]1CCCO | -15 | -2 | 1.9 | -2 | 11 | -10 | 97 | -3 | -1 | -2.0
CCCCN(Cc1ccccc1)C(=O)C1CCN(S(=O)(=O)c2c(C)noc2C)CC1 | 8 | 3 | 1.0 | -1 | 2 | 5 | 95 | -2 | 2 | -0.3
